Screening data deposited in PubChem BioAssay by several laboratories.
KLK7 zymogen act: activates the human kallikrein-7 zymogen. P49862. purified proKLK7, EDANS-DABCYL substrate fluorescence; 100% is mature enzyme control, 0% vehicle. activation, % at 7 µM. 370,000 tested, 0.9% active. AID 652039;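 active means activation above the mean of all tested compounds plus 3 SD, computed per campaign excluding outliers beyond control limits, cut at about 13% in these data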
FXN GAA850 act: increases GAA850 frataxin promoter reporter activity | HEK293 lucGAA850 FXN promoter luciferase reporter, 24 h; percent of 10 µM SAHA response | activation, % at 6 µM | 360,000 tested, 0.56% active | AID 540364;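 active means activation above the average of all compounds screened plus 3 SD, cutoff fixed separately per campaign, cut at about 7.5% in these data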;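 further: 0% = DMSO wells and 100% = 10 µM SAHA wells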
ASAP1 GAP inh: ASAP1 ArfGAP inhibition. 360,000 tested, 0.19% active. Q9ULH1. ASAP1-stimulated ARF1 GTP hydrolysis, GDP FP detection. inhibition, % at 16.5 µM; in the data active means inhibition above about 25%;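 further: 0% = vehicle with enzyme and substrate and 100% = no enzyme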
Target sequence (Q9ULH1 325-724 limits assumed): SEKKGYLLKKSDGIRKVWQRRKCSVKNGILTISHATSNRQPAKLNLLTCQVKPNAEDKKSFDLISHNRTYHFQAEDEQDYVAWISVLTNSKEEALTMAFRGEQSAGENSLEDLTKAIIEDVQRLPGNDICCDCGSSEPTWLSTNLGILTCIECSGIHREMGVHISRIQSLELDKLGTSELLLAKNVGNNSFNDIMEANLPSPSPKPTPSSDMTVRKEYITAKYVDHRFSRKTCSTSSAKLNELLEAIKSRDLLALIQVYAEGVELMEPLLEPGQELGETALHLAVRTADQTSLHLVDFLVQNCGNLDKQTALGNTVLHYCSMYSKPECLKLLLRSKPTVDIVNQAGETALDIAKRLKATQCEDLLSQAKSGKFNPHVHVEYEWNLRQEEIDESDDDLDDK
GC-B act: GC-B (human) receptor activation; HEK293-GC-B cells, CNP EC30, cGMP TR-FRET; 0% at EC30 CNP, 100% saturating CNP; activation, % at 10 µM; 370,000 tested, 0.11% active; P20594; AID 1920062;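 active means activation at 10 µM reaching about 35% in either raw or pattern-adjusted values, limit read from the data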
HGIII-sPLA2 inh: Inhibits HGIII-sPLA2 liposome hydrolysis, primary screen; Q9NZ20; QFRET BODIPY PC-A2 liposome hydrolysis, fluorescence; inhibition, % at 12.2 µM; 370,000 tested, 0.56% active;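 active means inhibition above mean plus 3 SD of compounds lying within the high and low control bounds, cut at about 19% in these data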;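 further: 0% = median of test compound wells and 100% = no enzyme DMSO wells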
ADAM10 inh: ADAM10 inhibition, QFRET primary screen | recombinant ADAM10, EDANS/DABCYL FRET peptide cleavage, 3 h | inhibition, % at 7 µM | 370,000 tested, 0.62% active | AID 720582;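 active means inhibition above a per-campaign cutoff equal to the mean of compounds falling between control-based bounds plus 3 SD, cut at about 20% in these data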;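 further: 0% = DMSO wells while the 100% control is not disclosed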
ARFGAP1 inh: inhibitors of rat ARFGAP1 | Q62848 | AID 651572 | Arfgap1-stimulated ARF1 GTP hydrolysis, GDP FP detection | inhibition, % at 16.5 µM | 360,000 tested, 0.26% active;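 active means inhibition above a per-plate limit, mean inhibition of low control wells plus 3 SD, cut at about 25% in these data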;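 further: 0% = DMSO wells with enzyme and 100% = wells lacking Arfgap1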
Target sequence (Q62848 1-136 limits assumed): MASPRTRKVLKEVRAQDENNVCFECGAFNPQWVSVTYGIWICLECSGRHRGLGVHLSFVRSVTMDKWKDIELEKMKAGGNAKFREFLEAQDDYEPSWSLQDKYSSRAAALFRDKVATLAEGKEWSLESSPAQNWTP
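Replicates: Single well per compound | Assay system: Truncated rat Arfgap1 GAP domain | Control set: No-Arfgap1 wells (100%) versus DMSO full-reaction wells (0%) | Times: Enzyme reaction 120 min at 25 °C after 20 min preincubation | Reagent: Human ARF1(Δ1-17)-GTP substrate | Measured by: Tracer-displacement fluorescence polarization with EDTA stop, 620/688 nm | Measure: Percent inhibition of Arfgap1-stimulated GTP hydrolysis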
GC-A act: GC-A (human) enzyme activation | activation, % at 10 µM | P16066 | HEK293 GC-A cells, cGMP TR-FRET, EC30 ANP; 0% at EC30 ANP, 100% saturating ANP | AID 1671463 | 370,000 tested, 0.14% active; in the data active means activation above about 40%
Tn6 DDE FP: disrupts Tn6 cyclic peptide binding to fibrin D-Dimer-E complex; Fibrin DD(E) TRITC-Tn6 fluorescence polarization displacement; inhibition, % at 8.3 µM; 370,000 tested, 0.21% active;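 active means inhibition above a per-campaign cutoff: mean of compounds within control limits plus 3 SD, cut at about 15% in these data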;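 further: 0% = median of all compound wells on the plate and 100% = blocking peptide control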
Target sequence (P02675 whole entry, looked up): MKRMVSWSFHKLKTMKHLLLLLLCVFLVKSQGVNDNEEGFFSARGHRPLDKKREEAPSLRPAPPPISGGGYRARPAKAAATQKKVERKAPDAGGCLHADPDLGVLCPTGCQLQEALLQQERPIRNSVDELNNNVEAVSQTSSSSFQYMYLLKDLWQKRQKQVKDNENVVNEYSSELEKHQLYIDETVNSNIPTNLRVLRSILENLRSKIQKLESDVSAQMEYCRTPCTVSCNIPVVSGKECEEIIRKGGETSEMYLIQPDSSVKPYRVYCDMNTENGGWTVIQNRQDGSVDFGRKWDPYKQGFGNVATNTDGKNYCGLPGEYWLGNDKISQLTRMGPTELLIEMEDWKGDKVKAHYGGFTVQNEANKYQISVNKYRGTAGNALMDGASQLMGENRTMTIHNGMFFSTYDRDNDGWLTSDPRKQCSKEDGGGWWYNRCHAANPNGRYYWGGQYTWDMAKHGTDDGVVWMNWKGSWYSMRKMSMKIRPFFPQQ
rCAG RNA binder: r(CAG) repeat RNA binding | TO-PRO-1 dye displacement fluorescence | inhibition, % at 3 µM | 370,000 tested, 1.3% active | AID 651821;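 active means inhibition above the plate cutoff, the mean of all test compounds on that plate plus 3 SD, cut at about 35% in these data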;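 further: 0% = DMSO alone and 100% = 100 µM mitoxantrone as full dye displacement; higher means more dye released from RNA so lower well fluorescence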
Numbers without * were called inactive; i = inactive.

Start of the listing, in advance (15 entries):
SMILES	KLK7 zymogen act	FXN GAA850 act	ASAP1 GAP inh	GC-B act	HGIII-sPLA2 inh	ADAM10 inh	ARFGAP1 inh	GC-A act	Tn6 DDE FP	rCAG RNA binder
CCS(=O)(=O)N1CCc2cc(OC)c(OC)cc2C1	0.7	-0.1	-4	-7	1	-6	-3	5	-3	0
O=C1N(Cc2cccnc2)C[C@@H]2C[C@@H](c3cccc(OCc4ccccc4)c3)N3CCC[C@@]123	0.3	-0.3	-5	0	-10	2	1	-3	-6	-6
Cc1ccc(OCCn2c(=O)cnc3ccccc32)cc1	0.3	3.6	-7	-5	-10	-53	4	-2	-5	-2
CC(OC(=O)CN1C(=O)COc2ccccc21)C(=O)NCc1ccc(F)cc1 (stereo not drawn)	0.4	0.5	-6	3	7	8	4	-3	-1	4
COC(=O)N/N=C(\C)c1cccc(C(F)(F)F)c1	0.0	0.9	-2	1	8	-12	-13	1	4	0
Cc1cc(C)c(NC(=S)NC(=O)c2c(Cl)c(C)nn2C)c([N+](=O)[O-])c1	0.2	-2.8	6	-2	5	8	-3	-6	3	-3
CCOc1ccccc1/C=N/N1CCN(Cc2ccccc2)CC1	-0.6	0.7	11	1	8	13	3	-4	8	-5
C=CCn1nc2ccccc2c1OC	0.0	-0.5	-1	0	4	-2	9	0	6	2
Cc1ccnc2nc(C(=O)OCC(=O)c3ccc(Cl)cc3)nn12	-0.7	1.2	3	1	3	-15	-7	2	2	6
COc1ccc(C(=O)NNC(=O)C2(C)CC2(Br)Br)cc1 (stereo not drawn)	-0.4	0.9	-5	0	1	-3	4	3	-2	0
CCCn1cnc2scc(-c3ccc(C)cc3)c2c1=O	-0.4	1.5	-3	2	-3	4	8	4	2	0
CC(C)(Cc1ccc(O)cc1)NC(=O)c1ccccc1	-1.4	1.7	10	-1	-8	0	-18	-1	4	-2
COc1ccc(NC(=O)CSc2nc3ccccc3c(=O)n2CCCN2CCOCC2)c(OC)c1	0.2	1.7	9	0	-4	-5	3	-1	3	-5
O=C(Nc1nnc(SCC(=O)N2CCCCC2)s1)c1cccs1	0.4	-0.2	1	-2	0	6	1	0	1	4
CCN(CC(=O)NCc1ccc(Cl)cc1)C(=O)c1ccc2cc(OC)ccc2c1	-0.8	0.2	5	2	-14	-1	6	-2	-4	2

The list itself, from the start:
SMILES	KLK7 zymogen act	FXN GAA850 act	ASAP1 GAP inh	GC-B act	HGIII-sPLA2 inh	ADAM10 inh	ARFGAP1 inh	GC-A act	Tn6 DDE FP	rCAG RNA binder
CCS(=O)(=O)N1CCc2cc(OC)c(OC)cc2C1	0.7	-0.1	-4	-7	1	-6	-3	5	-3	0
O=C1N(Cc2cccnc2)C[C@@H]2C[C@@H](c3cccc(OCc4ccccc4)c3)N3CCC[C@@]123	0.3	-0.3	-5	0	-10	2	1	-3	-6	-6
Cc1ccc(OCCn2c(=O)cnc3ccccc32)cc1	0.3	3.6	-7	-5	-10	-53	4	-2	-5	-2
CC(OC(=O)CN1C(=O)COc2ccccc21)C(=O)NCc1ccc(F)cc1 (stereo not drawn)	0.4	0.5	-6	3	7	8	4	-3	-1	4
COC(=O)N/N=C(\C)c1cccc(C(F)(F)F)c1	0.0	0.9	-2	1	8	-12	-13	1	4	0
Cc1cc(C)c(NC(=S)NC(=O)c2c(Cl)c(C)nn2C)c([N+](=O)[O-])c1	0.2	-2.8	6	-2	5	8	-3	-6	3	-3
CCOc1ccccc1/C=N/N1CCN(Cc2ccccc2)CC1	-0.6	0.7	11	1	8	13	3	-4	8	-5
C=CCn1nc2ccccc2c1OC	0.0	-0.5	-1	0	4	-2	9	0	6	2
Cc1ccnc2nc(C(=O)OCC(=O)c3ccc(Cl)cc3)nn12	-0.7	1.2	3	1	3	-15	-7	2	2	6
COc1ccc(C(=O)NNC(=O)C2(C)CC2(Br)Br)cc1 (stereo not drawn)	-0.4	0.9	-5	0	1	-3	4	3	-2	0
CCCn1cnc2scc(-c3ccc(C)cc3)c2c1=O	-0.4	1.5	-3	2	-3	4	8	4	2	0
CC(C)(Cc1ccc(O)cc1)NC(=O)c1ccccc1	-1.4	1.7	10	-1	-8	0	-18	-1	4	-2
COc1ccc(NC(=O)CSc2nc3ccccc3c(=O)n2CCCN2CCOCC2)c(OC)c1	0.2	1.7	9	0	-4	-5	3	-1	3	-5
O=C(Nc1nnc(SCC(=O)N2CCCCC2)s1)c1cccs1	0.4	-0.2	1	-2	0	6	1	0	1	4
CCN(CC(=O)NCc1ccc(Cl)cc1)C(=O)c1ccc2cc(OC)ccc2c1	-0.8	0.2	5	2	-14	-1	6	-2	-4	2
CN(CC(=O)NCCc1ccccc1)S(=O)(=O)c1cccs1	0.6	2.7	3	10	3	4	0	1	4	-3
CC(C)c1ccc(NC(=O)C2C3C=CC4(O3)C2C(=O)N(CCCN2CCCCC2)C4C(=O)NC2CCCCC2)cc1 (stereo not drawn)	0.0	0.7	-17	10	10	1	4	2	4	4
Nc1nc2n(n1)C(c1ccco1)CC(c1ccccc1)N2 (stereo not drawn)	0.6	-0.6	-4	-3	-1	-14	3	4	1	0
CCOc1ccc(NC(=O)c2sc3nc(N4CCOCC4)c4c(c3c2N)CC(C)(C)OC4)cc1	-0.9	3.0	-5	7	-1	-12	-2	12	0	4
CCc1nnc(NS(=O)(=O)c2ccc(NC(=O)COc3ccc4ccccc4c3)cc2)s1	-0.4	0.6	0	-3	-37	0	8	0	-4	30
Cc1onc(-c2ccccc2)c1C(=O)N1CCN(C(=O)c2ccco2)CC1	0.5	-2.2	-1	-4	-5	2	9	0	-4	-1
CCCCCCCC(=O)N/N=C(/C)c1c(O)cc(C)oc1=O	-2.4	-0.7	3	1	-3	-4	8	2	1	3
COc1cc(Nc2c3c(nc4ccccc24)CCCC3)cc(OC)c1OC	0.3	0.3	-13	-11	4	-5	10	-18	0	-10
O=C(CSc1ncn[nH]1)OCN1C(=O)c2ccccc2C1=O	0.0	-0.9	-11	-4	1	-6	-12	1	3	-3
CN(CC(=O)Nc1ccccc1Br)C(=O)c1ccccc1OCc1ccc(F)cc1	-0.3	-0.7	-4	0	-2	-2	9	-1	3	-1
O=C1c2ccccc2NC(c2cccc(O)c2)N1Cc1ccco1 (stereo not drawn)	27*	-0.8	-1	-9	-15	i	-19	-7	-1	2
CC(C)=C(NC(=O)c1ccccc1)C(=O)NCCc1nc2ccccc2[nH]1	-0.1	-0.9	-4	1	5	-2	-7	0	-3	-1
Cc1ncc(CSc2nnnn2-c2ccccc2)c(N)n1	0.5	3.2	-4	2	2	-13	-3	4	-6	-4
O=C(CSc1nnnn1C1CCCCC1)Nc1cccc(NC(=O)c2ccco2)c1	0.4	0.0	-1	-4	-24	13	3	-6	5	11
CC(C)CCNC(=O)CNC(=S)N(Cc1ccccc1)Cc1cccnc1	-0.2	-2.4	-1	1	-3	-1	3	1	-6	-7
COc1ccccc1NC(=O)C(O)C(O)C(=O)Nc1ccccc1OC (stereo not drawn)	1.0	-1.4	-7	-5	2	9	8	2	-3	4
CCN1CCN(CCNC(=O)c2ccc(/C=C3/Sc4ccccc4N(Cc4cccc(Cl)c4)C3=O)cc2)CC1	-12	-0.6	14	-6	-9	-1	19	-10	-7	3
O=[N+]([O-])c1cc(C(F)(F)F)ccc1NCCCN1CCOCC1	-0.8	1.1	-4	0	0	-1	-4	0	3	-2
O=C(O)c1cc(S(=O)(=O)N2CCCCC2)ccc1N1CCOCC1	0.8	2.4	4	0	15	-11	14	1	0	0
CC1(C)Cc2c(sc(NC(=O)C(=O)N3CCOCC3)c2C(N)=O)CO1	0.2	-0.8	5	-7	7	-3	7	1	3	-2
N#Cc1ccc(CSc2nnc(NC(=O)c3ccc(=O)[nH]c3)s2)cc1	-2.8	2.8	1	-7	-6	-43	-2	0	4	8
O=C(NCCO)c1cc([N+](=O)[O-])cc2c1C=Cc1ccccc1O2	0.0	2.9	-15	-3	2	7	4	0	0	2
CCOC(=O)C1CCN(S(=O)(=O)c2ccc3[nH]c(=O)oc3c2)CC1	-0.6	0.5	-11	-1	-1	4	-15	1	-1	4
CCN(CCNC(=O)CN1CCN(Cc2ccc(Cl)cc2)C1=O)c1ccccc1	0.6	-2.6	0	-7	-9	-3	6	-4	-1	-12
CC(C)CCN1C(=O)c2ccc(C(=O)OCC(=O)N(CC(C)C)C3CCS(=O)(=O)C3)cc2C1=O (stereo not drawn)	0.7	0.8	-10	-4	1	7	-4	3	0	1

Quoted from the results shown for reference:
SMILES	KLK7 zymogen act	FXN GAA850 act	ASAP1 GAP inh	GC-B act	HGIII-sPLA2 inh	ADAM10 inh	ARFGAP1 inh	GC-A act	Tn6 DDE FP	rCAG RNA binder
O=C(O)c1cc(S(=O)(=O)N2CCCCC2)ccc1N1CCOCC1	0.8	2.4	4	0	15	-11	14	1	0	0
CC1(C)Cc2c(sc(NC(=O)C(=O)N3CCOCC3)c2C(N)=O)CO1	0.2	-0.8	5	-7	7	-3	7	1	3	-2

The listing continues:
SMILES	KLK7 zymogen act	FXN GAA850 act	ASAP1 GAP inh	GC-B act	HGIII-sPLA2 inh	ADAM10 inh	ARFGAP1 inh	GC-A act	Tn6 DDE FP	rCAG RNA binder
Cc1cccc(NS(=O)(=O)c2ccc(NS(=O)(=O)c3cccs3)cc2)c1	-0.1	1.6	-9	2	-53	3	-10	-1	-7	29
Nc1ccc(C(=O)Nc2ccc3nc(-c4cccnc4)[nH]c3c2)cc1	0.1	-0.4	0	1	1	-10	7	-3	-10	2
COc1ccc(/C=C/c2nc(-c3ccccc3O)n[nH]2)cc1OC	-0.1	2.0	18	-9	-75	-17	20	-7	-18	48*
COc1ccccc1C1C(C(=O)c2cc3ccccc3o2)=C(O)C(=O)N1CCN(C)C (stereo not drawn)	0.7	0.9	7	-6	-9	-5	10	1	-9	1
CC(=O)N1CCc2cc(S(=O)(=O)NC(C(=O)NCc3ccccc3)C(C)C)ccc21 (stereo not drawn)	-0.4	1.0	5	-4	3	-2	8	-2	1	0
CCOc1ccc(C2CC(c3ccc(OC)c(OC)c3)n3nc(N)nc3N2)cc1 (stereo not drawn)	0.3	-0.1	-1	-7	0	-5	-8	2	13	-6
O=C(COc1ccc(Br)cc1CO)Nc1ccc(S(=O)(=O)N2CCCC2)cc1	0.7	-0.7	10	15	-27	1	5	3	2	3
Cc1c(Cl)cnc(NC(=O)COC(=O)c2cccs2)c1Cl	-0.5	0.4	-12	-1	5	-14	-6	-1	-4	2
CCC(C(N)=NCCc1ccc(OC)c(OC)c1)c1ccccc1 (stereo not drawn)	-0.3	1.7	7	0	5	1	7	1	-8	-3
CN1c2ccccc2Oc2c(c(=O)n(C)c(=O)n2C)C1c1cccc([N+](=O)[O-])c1 (stereo not drawn)	0.0	1.2	-15	-7	6	14	7	-4	1	-1
COC(=O)c1ccccc1S(=O)(=O)N1CCC(C(=O)OC(C)C(=O)Nc2ccc(NC(C)=O)cc2)CC1 (stereo not drawn)	0.7	0.4	12	1	0	-4	-3	0	6	-2
CC(C)Cc1cc(C(=O)Nc2cc(C(F)(F)F)ccc2Cl)no1	-0.3	-0.2	8	-10	7	-3	-7	-3	2	-2
